Screening data deposited in PubChem BioAssay by National Center for Advancing Translational Sciences (NCATS).
B2AR arrestin – qHTS assay of beta-arrestin-biased ligands of beta2-adrenergic receptor; beta-arrestin recruitment to beta2AR, cell-based reporter; 0.02% of 330,000 active; Potency, µM (titrated, usually from 46.1 µM), for the others: top-dose activation, actives largely listed as activators;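 further: potency means the concentration at half of the fitted maximal effect; 0% = DMSO controls and full agonism = EC100 isoproterenol or metaproterenol; nearly all actives have a fitted effect of over 65% in size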
Eya2 phos inh – qHTS Assay for Inhibitors of the Phosphatase Activity of Eya2; recombinant Eya2, OMFP fluorescence dephosphorylation (OMFP is methylfluorescein phosphate); Potency, µM (series often up to 76.9 µM), inactives show top-dose activity, negative = inhibition, actives largely listed as inhibitors; 0.006% of 330,000 active; AID 488837, 2010; further: potency means the concentration at half of the fitted maximal effect; on the % scale 0 is the no-effect control and ±100 the full control effect
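Eya2 protein (added as 0.2 uM solution) was preincubated with compound for 10 min at ambient temperature in 50 mM HEPES pH 7.5, 50 mM NaCl, 5 uM MgCl2, 0.05% BSA, 1 mM DTT. OMFP (added at 50 uM) then reacted 10 min; fluorescence read at 485/525 nm.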
uPA surface inh – qHTS for Inhibitors of Cell Surface uPA Generation | cell surface uPA generation assay, qHTS | Potency, µM (titrated, usually from 38.3 µM), for the others: at the top dose activity change, negative = inhibition, usual class: inhibitors | 0.31% of 330,000 active | AID 540303, 2011; active means well fitted inhibition curve with a large enough effect; inconclusive means small, poorly fitted or top-dose-only effect; inactive means no such curve, though single readings can be large or run the other way; tested in mouse RAW 264.7 cells; further: potency means the concentration at half of the fitted maximal effect; on the % scale 0 is the no-effect control and ±100 the full control effect; nearly all actives have a fitted effect of over 55% in size
TSG101-PTAP inh – qHTS Assay for Iinhibitors of HIV-1 Budding by Blocking the Interaction of PTAP/TSG101; Tumor susceptibility gene 101 protein (Homo sapiens), Q99816; Fluorescence polarization, FITC-PTAP peptide / Tsg101 binding; Potency, µM (doses to about 115 µM), for inactives: at the top dose activity change, negative = inhibition, most hits filed as inhibitors; 340,000 tested, under 10 active; AID 493005, 2010; active means well fitted inhibition curve with a large enough effect in the main read-out, with a control signal flat, not every such curve was filed as active; inconclusive means small, poorly fitted or top-dose-only effect, or effect the other way, or a change in a side signal; inactive means no such curve, though single readings can be large or run the other way; further: potency means the concentration at half of the fitted maximal effect; % of control where 0% means no effect
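Compounds were pin-transferred onto Tsg101 binding domain (10 uM final) in HEPES pH 7.5 buffer, then FITC-PTAP peptide was added at 50 nM final. After 20 min at RT, polarization reported peptide displacement across a qHTS concentration series.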
BRCA1 expr up – qHTS Assay to Identify Small Molecule Activators of BRCA1 Expression. MCF7-BRCA1-FFLuc reporter, luminescence, 48 h; response scale: scaled: vehicle 0%, 10 µM genistein 100%. Potency, µM (doses to about 46.1 µM), for inactives: at the highest dose activation, usual class: activators. 1.1% of 380,000 active. AID 624202, 2012; further: potency means the concentration at half of the fitted maximal effect; nearly all actives have a fitted effect of over 80% in size; some results filed as inactive show a strong effect at the top dose
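Quantitative HTS in MCF7 cells stably reporting BRCA1 expression via firefly luciferase. Compound treatment lasts 48 h at 37 °C in phenol-red free MEM. Activation is expressed relative to genistein at 10 microM and DMSO.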
Integrin act MD – qHTS for Activators of Integrin-Mediated Alleviation for Muscular Dystrophy; 0.064% of 350,000 active; Potency, µM (highest dose often 38.3 µM), for the others: top-dose activation, hits mostly activators; alpha7betagal myoblasts, beta-gal FDG fluorescence, 48 h; AID 624291, 2012;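 further: potency means the concentration at half of the fitted maximal effect; 100% = response of the positive control SU9516; nearly all actives have a fitted effect of over 60% in size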
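alpha7betagal+/- myoblasts (passage 13, 250/well) treated 48 h at 37C with compounds at 1:260 dilution of DMSO stock. Lysed, then beta-galactosidase activity read as FDG fluorescence (ex 480/em 540) after 30 min, with pre-read for autofluorescence.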
USP2a inh – qHTS Assay for Inhibitors of Ubiquitin-specific Protease USP2a Using CHOP2 as the Reporter. Ubiquitin carboxyl-terminal hydrolase 2 (Homo sapiens), O75604. USP2 core, Ub-CHOP2 coupled fluorogenic reporter, 485/531. Potency, µM (highest dose often 38.3 µM), for the others: at the highest dose activity change, negative = inhibition, usual class: inhibitors. 0.01% of 330,000 active. AID 463254, 2010;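 further: potency means the concentration at half of the fitted maximal effect; plate controls were DMSO wells for no effect and full inhibition by NEM control for full effect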
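USP2 core (10nM final) preincubated 30min RT with compound in 20mM Tris-HCl pH 8.0, 2mM CaCl2, 2mM beta-mercaptoethanol, 0.05% CHAPS; 25nM Ub-CHOP2 plus 25nM reporter substrate added, fluorescence (Ex485/Em531) read after 60min.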
p53 reactivation – qHTS assay for re-activators of p53 using a Luc reporter | AID 504706, 2011 | H1299 p53-A138V BP100-luciferase reporter, luminescence, 24 h | Potency, µM (top dose mostly 92.2 µM), for inactives: at the top dose activity change, positive = activation, most hits filed as activators | 0.063% of 320,000 active; further: potency means the concentration at half of the fitted maximal effect; % of control where 0% means no effect; nearly all actives have a fitted effect of over 45% in size
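H1299 (p53-null), stable ts p53-A138V + BP100-Luc; 1000 cells/well, Opti-MEM/10% FBS; cpd 4 pt, 1:5; 24 h, 37 deg C, 5% CO2; detection reagent 10 min RT; luminescence.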
TRPV1 agonist – HTS Assay for Compounds that Act as Agonists of the Vanilloid Receptor 1. activation, % at 8.33 µM. 0.19% of 320,000 active. TRPV1-expressing cells, Fluo-8 calcium influx, agonist mode; in the data active means activation above about 80%; inconclusive means between about 30% and that limit; further: 0% is about no effect
Target sequence (Q8NER1 whole entry, looked up): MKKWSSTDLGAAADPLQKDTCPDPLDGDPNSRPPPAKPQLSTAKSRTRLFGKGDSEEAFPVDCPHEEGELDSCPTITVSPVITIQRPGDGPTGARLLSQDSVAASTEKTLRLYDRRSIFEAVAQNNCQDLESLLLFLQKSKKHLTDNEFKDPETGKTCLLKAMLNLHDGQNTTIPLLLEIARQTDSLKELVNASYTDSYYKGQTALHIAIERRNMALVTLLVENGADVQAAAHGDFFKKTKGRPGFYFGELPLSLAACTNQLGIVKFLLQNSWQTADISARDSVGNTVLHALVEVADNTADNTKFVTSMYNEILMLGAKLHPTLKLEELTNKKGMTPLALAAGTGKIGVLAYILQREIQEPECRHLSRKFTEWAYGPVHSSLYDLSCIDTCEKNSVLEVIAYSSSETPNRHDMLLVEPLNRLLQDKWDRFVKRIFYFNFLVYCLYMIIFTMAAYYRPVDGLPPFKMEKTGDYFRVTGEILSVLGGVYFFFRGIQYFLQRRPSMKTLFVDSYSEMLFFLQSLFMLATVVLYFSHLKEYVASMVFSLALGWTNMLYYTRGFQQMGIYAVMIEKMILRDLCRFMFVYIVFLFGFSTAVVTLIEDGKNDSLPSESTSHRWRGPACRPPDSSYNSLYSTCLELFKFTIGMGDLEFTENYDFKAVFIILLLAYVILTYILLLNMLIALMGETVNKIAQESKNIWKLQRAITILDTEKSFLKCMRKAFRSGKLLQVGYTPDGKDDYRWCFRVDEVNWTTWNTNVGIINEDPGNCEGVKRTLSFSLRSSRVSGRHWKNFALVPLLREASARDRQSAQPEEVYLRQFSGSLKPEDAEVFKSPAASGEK
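TRPV1-expressing cells were cultured overnight at 35.5C and loaded with Fluo-8 calcium dye for 40 to 90 min at room temperature. After a 10 s baseline, compound was added and calcium influx was read kinetically for 3 min (ex 480/em 520 nm).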
ELG1 genotox – qHTS screen for small molecules that induce genotoxicity in human embryonic kidney (HEK293T) cells expressing luciferase-tagged ELG1; Potency, µM (titrated, usually from 46 µM), without a hit: top-dose activity change, positive = activation, most hits filed as activators; HEK293T ELG1-luciferase reporter, luminescence, 16 h; 1.3% of 330,000 active; further: potency means the concentration at half of the fitted maximal effect; % of control where 0% means no effect; nearly all actives have a fitted effect of over 60% in size
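DMSO vehicle served as control against compound-treated ELG1-luciferase HEK293T cells; exposure lasted 16 hr at 37 °C and 5% CO2, followed by ONE-Glo luminescence detection after 30 min.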
S-ASM inh – Inhibitors of Secretory Acid Sphingomyelinase (S-ASM): qHTS | 0.006% of 340,000 active | Sphingomyelin phosphodiesterase (Homo sapiens), P17405 | Potency, µM (top dose mostly 57.5 µM), for the others: top-dose activity change, negative = inhibition, actives largely listed as inhibitors | placental ASM, HMU-PC fluorogenic substrate, 60 min; further: potency means the concentration at half of the fitted maximal effect
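qHTS format. ASM enzyme prepared from human placenta hydrolyses the fluorogenic substrate HMU-PC0 (9 uM final) over 60 min at 37 °C after a 10 min compound preincubation.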
An asterisk follows results filed as active; ? = inconclusive; nt = not tested or not shown; [ ] = another dose, or the depositor's remark. Unless noted, the call rests on the fitted dose curve; in most records, active means well fitted curve in the direction sought with a large enough effect; inconclusive means small, poorly fitted or top-dose-only effect, or another doubt; inactive means no such curve, though single readings can be large; an effect the other way counts as inactive or inconclusive. Compounds were not picked by outcome; overall some 2.6% were active at least once.

SMILES	TSG101-PTAP inh	USP2a inh	ELG1 genotox	S-ASM inh	Eya2 phos inh	BRCA1 expr up	TRPV1 agonist	uPA surface inh	Integrin act MD	p53 reactivation	B2AR arrestin
CC1CC(C)CN(S(=O)(=O)c2ccc3c(c2)n(C)c(=O)c(=O)n3C)C1 (configuration not stated)	-1.8%	1.4%	0.8%	-0.2%	12.9%	0.0%	nt	-1.8%	12.1%	-3.1%	-0.4%
COc1cc2c(cc1OC)C1C/C(=N\O)C(CC(C)C)CN1CC2 (configuration not stated)	-5.8%	3.1%	-0.2%	2.6%	2.1%	-25.6%	2.7	10.8%	-9.8%	-4.2%	-0.4%
COc1ccccc1N1CCN(S(=O)(=O)CCNC(=O)CCCc2ccccc2)CC1	-2.6%	-3.6%	0.7%	-5.7%	-15.5%	11.8%	23.6	3.2%	-3.5%	5.0%	0.3%
CSCCC(NC(=O)/C(=C/c1ccc2c(c1)OCO2)NC(=O)c1cccc([N+](=O)[O-])c1)C(=O)O (configuration not stated)	-3.2%	3.5%	0.4%	-4.8%	-10.0%	2.7%	2.6	-0.1%	12.6%	-0.2%	0.2%
CN(C)C(=S)NC1CCS(=O)(=O)C1 (configuration not stated)	-0.1%	1.5%	1.4%	-1.7%	2.9%	33.8%	1.7	-0.5%	-10.1%	-4.6%	0.2%
CN(C)CCP(=O)(c1ccccc1)c1ccccc1	0.7%	0.0%	0.0%	7.3%	-1.5%	-4.8%	-2.3	-6.4%	27.9%	7.1%	0.0%
O=C(COC(=O)c1ccccc1Cl)Nc1cccnc1Cl	-0.2%	0.0%	1.7%	2.6%	-1.3%	9.2%	0.8	6.3%	11.5%	4.9%	-0.5%
CC(=O)Nc1ccc(S(=O)(=O)Nc2cc(C)ccn2)cc1	-0.8%	0.1%	1.1%	-2.0%	-3.6%	11.9%	-1.1	-2.2%	-25.3%	0.1%	-0.2%
CC(C)(C)N1CC2(c3ccccc3)CN(C(C)(C)C)CC(c3ccccc3)(C1)C2=O	-0.4%	-1.8%	-0.7%	-0.7%	-23.4%	1.3%	-4.1	0.6%	14.7%	-0.8%	-0.2%
COc1cc(S(=O)(=O)NC2CCCCC2)c(C)cc1C	-5.9%	-7.4%	1.5%	-0.2%	-9.5%	-13.6%	3.4	0.2%	18.7%	2.3%	-0.2%
COc1ccc(S(=O)(=O)N2CCC(C(=O)Nc3ccc(S(=O)(=O)N4CCCC4)cc3)CC2)cc1OC	-8.0%	0.7%	2.5%	0.3%	-13.5%	-30.4%	21.7	1.3%	-5.7%	-1.2%	0.1%
COc1ccc(Br)cc1/C=C/C(=O)OCC(=O)NCCc1ccc(S(N)(=O)=O)cc1	-5.7%	1.5%	1.5%	0.3%	4.2%	-17.9%	nt	-0.2%	-3.1%	5.0%	0.5%
Cc1ccc(C(=O)NC(=S)NNC(=O)c2ccccc2)cc1	-7.1%	2.5%	-0.1%	-4.4%	12.2%	-22.6%	24.7	-10.1%	?	2.4%	-0.1%
COc1ccc(N2CCN(C(=O)Cc3cccs3)CC2)cc1	-3.4%	-0.3%	-0.6%	2.1%	-0.1%	0.7%	16.7	-2.3%	-10.9%	3.8%	-0.6%
C#Cc1ccc([C@@H]2C=C(C(=O)NC3CC3)O[C@H](OCCCCO)C2)cc1	-5.5%	-12.1%	6.3%	4.9%	2.8%	8.0%	0.2	3.6%	13.4%	3.3%	-0.4%
COc1ccc(CCn2c(N3CCN(Cc4ccccc4)CC3)nc3c2c(=O)[nH]c(=O)n3C)cc1	-3.4%	0.3%	-0.3%	-0.5%	9.8%	-24.2%	-2.5	-2.8%	2.7%	-8.8%	-0.2%
O=C1NC2(CCCCCC2)C(=O)N1Cc1ccc(Br)cc1	-2.7%	1.4%	-7.2%	2.5%	-14.1%	-8.3%	?	4.1%	13.7%	12.4%	0.3%
C=CCOC(=O)C1=C[C@@H](c2csc3ccccc23)C[C@@H](OCCCCO)O1	3.5%	nt	nt	-1.2%	nt	0.6%	nt	13.1%	0.0%	nt	nt
COc1ccc(-c2[nH]ncc2CN(Cc2nccn2C)C(C)C)cc1F	nt	-2.1%	0.2%	nt	-4.7%	nt	3.7	nt	nt	-1.4%	3.4%
CCCCn1c(SCC(=O)NC(C)CC)nc2ccc(N3CCOCC3)cc2c1=O (configuration not stated)	-0.3%	1.9%	0.0%	14.8%	2.3%	-20.6%	-3.4	-3.8%	-33.3%	9.6%	3.5%
Cc1cc(=O)[nH]c(NN=C(CC(C)C)CC(C)C)n1	-2.7%	2.3%	1.2%	2.2%	0.6%	-28.2%	-0.5	8.4%	9.0%	-6.8%	-0.2%
Cc1ccc(NC(=O)C(=O)NCCN2CCN(C(=S)Nc3ccccc3)CC2)cc1	1.3%	5.5%	-1.4%	2.6%	4.9%	11.8%	-1.2	-5.0%	12.1%	-2.1%	-0.2%
Cn1c(N)c(C(=O)COC(=O)c2ccnc3ccccc23)c(=O)n(C)c1=O	-3.7%	2.2%	?	2.2%	5.9%	9.9%	20.2	-12.5%	2.7%	nt	0.3%
CN1CCC(N(C)C(=O)c2cccc(S(=O)(=O)N3CCc4ccccc43)c2)CC1	-0.1%	-0.4%	4.0%	0.6%	-8.8%	-27.8%	nt	2.2%	-23.4%	-1.2%	3.1%
CCOc1ccc(NC(=O)C2CCCN(S(=O)(=O)c3c(C)n[nH]c3C)C2)cc1 (configuration not stated)	0.3%	2.0%	-0.9%	1.2%	0.5%	-24.7%	-6.6	3.0%	14.3%	-5.1%	0.1%
O=C(CC(Cc1ccccc1)C(=O)O)Nc1ccc(Cl)c(Cl)c1 (configuration not stated)	-3.8%	14.7%	0.1%	1.0%	8.9%	-22.8%	3.9	1.3%	15.9%	-1.7%	-0.4%
CS(=O)(=O)N1CCc2cc(C(=O)Nc3ccccc3)ccc21	-0.6%	1.8%	-3.5%	-0.5%	3.7%	17.3%	6.7	1.9%	-9.6%	3.6%	-0.3%
O=C(Nc1nc(COc2ccccc2)cs1)c1ccccc1F	-0.2%	3.2%	8.9%	-5.4%	0.0%	74.7%	8.4	-1.9%	?	?	-0.6%
C=CCn1nc2ccccc2c1OC	2.4%	1.4%	6.9%	4.3%	11.1%	0.1%	-3.1	0.1%	16.8%	19.7%	-1.1%
Cc1cc(Br)c2nc3c(c(C(=O)O)c2c1)CCCCC3	-3.4%	-0.5%	0.0%	3.7%	-10.2%	33.4%	-2.3	12.0%	-9.7%	14.5%	-0.5%
CC(C)(C)c1ccccc1NC(=S)NCc1ccccc1	0.6%	0.1%	-0.9%	6.9%	20.7%	-21.7%	?	0.7%	10.5%	0.5%	-0.2%
CN(C)CC1CCC/C(=C\c2ccc(OC(=O)c3ccc(Cl)cc3)cc2)C1=O (configuration not stated)	0.1%	nt	nt	-2.8%	nt	-94.1%	nt	-7.6%	-5.1%	nt	nt
S=C(NCCN1CCOCC1)Nc1ccc(-c2nc3ccccc3[nH]2)cc1	-8.2%	-0.2%	-3.5%	2.6%	3.1%	33.2%	3.3	10µM*	?	2.1%	0.1%
CCCCNC(=O)N1CCCN(c2ccc(C#N)cn2)CC1	0.6%	-2.2%	-2.4%	-6.7%	?	3.9%	0.9	-6.4%	7.1%	0.1%	-0.8%
O=C(Nc1cc(=O)[nH]c(=O)[nH]1)c1cc(Cl)ccc1Cl	-2.2%	1.4%	1.8%[9.26 µM]	2.0%	-6.5%	-33.6%	0.1	3.55µM*	-7.3%	7.6%	-0.9%
CC(C)(C)c1nc2c(s1)CCc1onc(-c3ccc(Br)cc3)c1-2	-1.0%	nt	nt	-2.5%	nt	-0.6%	nt	19.1%	3.0%	nt	nt
